Compound activity as filed in PubChem.
ERp5 block: ERp5 (human) disulfide isomerase inhibition | ERp5 insulin aggregation, absorbance 650 nm, 90 min | inhibition, % at 9.99 µM | 0.05% of 350,000 active | AID 651711;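 active = mean replicate inhibition above about 25%, with every replicate also reaching it, limit read from the data, passing the limit was not always enough; inconclusive = only one of those two criteria met; inactive = neither criterion met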
ARNT TACC3 PPI: ARNT/TACC3 interaction disruption; AlphaScreen His-ARNT PAS-B/GST-TACC3 binding, luminescence; TACC3 fragment carries E629A point mutation; inhibition, % at 9.99 µM; 0.66% of 390,000 active;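 active = mean inhibition of replicates at least 50% and at least half of replicates each reaching 50%; inconclusive = half or more replicates reach 50% but mean below 50%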;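 note: 0% = complete ARNT plus TACC3 wells and 100% = ARNT alone without TACC3; many hits fall short of the cut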
RAD54 inh: inhibitors of human RAD54 branch migration; 0.14% of 360,000 active; inhibition, % at 10.4 µM; AID 602329; RAD54 Holliday junction branch migration, FAM/BHQ fluorescence; Q92698;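 active = mean normalized replicate activity at least 40 and at least half of replicates scoring 40 or more; inconclusive = only one of the two criteria met; inactive = mean below 40 and under half of replicates reaching 40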;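 note: 0% = median of neutral control wells and 100% = median of positive control wells; inhibitors cause a drop in the FAM fluorescence signal; in these data hits start at about 50%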
CASP6 VEID inh: caspase-6 (human) enzyme inhibition. inhibition, % at 12.5 µM. P55212. 0.53% of 350,000 active. AID 686996. purified caspase-6, Z-VEID-R110 cleavage fluorescence;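 active = mean inhibition across replicates at least about 35%, with every replicate also reaching that limit, limit read from the data; inconclusive = only one of the two criteria met; inactive = neither criterion met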;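 note: 0% = median of neutral control wells and 100% = no fluorescence left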
Target sequence (P55212 24-179 limits assumed): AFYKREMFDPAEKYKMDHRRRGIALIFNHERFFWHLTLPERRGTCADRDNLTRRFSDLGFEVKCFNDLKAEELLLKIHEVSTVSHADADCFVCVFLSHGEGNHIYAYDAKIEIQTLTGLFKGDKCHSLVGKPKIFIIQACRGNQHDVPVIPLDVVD
Target sequence (P55212 194-293 limits assumed): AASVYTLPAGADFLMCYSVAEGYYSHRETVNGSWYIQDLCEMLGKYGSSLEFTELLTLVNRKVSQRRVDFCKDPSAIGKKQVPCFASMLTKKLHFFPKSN
RAD52 inh: blocks human RAD52 DNA annealing; P43351; recombinant RAD52 DNA annealing, FRET fluorescence; inhibition, % at 18.7 µM; 0.46% of 360,000 active; AID 651710;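 active = every replicate showing at least 50% inhibition; inconclusive = mean inhibition at least 50% but not in every replicate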
Target sequence (P43351 whole entry, looked up): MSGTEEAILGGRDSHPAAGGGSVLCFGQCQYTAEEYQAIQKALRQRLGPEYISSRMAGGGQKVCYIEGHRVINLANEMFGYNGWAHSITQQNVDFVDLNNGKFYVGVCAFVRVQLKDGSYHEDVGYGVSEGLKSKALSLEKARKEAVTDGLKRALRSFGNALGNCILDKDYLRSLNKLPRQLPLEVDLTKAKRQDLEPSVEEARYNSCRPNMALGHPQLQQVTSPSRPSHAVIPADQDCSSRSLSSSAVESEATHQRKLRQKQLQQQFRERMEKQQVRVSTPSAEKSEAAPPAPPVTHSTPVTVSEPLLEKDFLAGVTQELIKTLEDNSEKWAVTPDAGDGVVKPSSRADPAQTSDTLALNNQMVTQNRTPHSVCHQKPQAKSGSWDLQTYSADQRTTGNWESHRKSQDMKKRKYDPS
esBAF inh: SWI/SNF esBAF complex inhibition; AID 602393; mouse ES cells, Bmi1-luciferase knock-in reporter, 24 h; 100% = twice the neutral-well signal; 2% of 350,000 active; reporter increase, % at 12.5 µM; in the data active = activation above about 40%; inconclusive = no clear call, values can overlap the other calls;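 note: 0% = median of the plate's neutral control wells and 100% = double that signal; a rise in the Bmi1 reporter signal indicates esBAF inhibition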
PglD DTNB: PglD (C. jejuni) enzyme inhibition | purified PglD enzyme, DTNB colorimetric CoA detection | inhibition, % at 12.5 µM | 0.098% of 360,000 active | AID 602405; in the data active = inhibition above about 16%, passing the limit was not always enough; inconclusive = no clear call, values can overlap the other calls; note: strong numbers were not always called active
E-selectin induc: E-selectin induction on HUVECs | activation, % at 7.58 µM | P16581 | AID 686992 | HUVEC E-selectin immunofluorescence imaging; normalized: neutral wells 0, TNF-alpha wells 100 | 0.37% of 260,000 active;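 active = mean E-selectin-positive cell signal at least 10% of the positive control, reached in at least 60% of replicates, without over 20% cell loss; inconclusive = no rule given, readout overlaps actives, possibly toxicity-flagged; inactive = the rest, including those meeting only one limit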;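 note: in these data hits start at about 27%; measured in HUVEC primary endothelial cells; signal is the percent of cells scored E-selectin positive by PE staining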
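assay system = HUVEC, human umbilical vein endothelial cells | input = 3,000 HUVEC seeded per well | medium = EGM-2 growth medium on 0.1% gelatin-coated wells | dosing = one compound dose added by pin transfer | signal = immunofluorescence imaging | read-out basis = % PE-positive cells | control set = TNF-alpha, DMSO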
Active calls of the source: *; ? = inconclusive; nt = not tested or not shown.

SMILES	PglD DTNB	ARNT TACC3 PPI	RAD54 inh	ERp5 block	CASP6 VEID inh	E-selectin induc	RAD52 inh	esBAF inh
COc1ccc(-c2cc(=O)c3ccccc3s2)cc1	-2.1	-3.0	-1.5	-2.3	-0.1	nt	-5.8	11.5
CCN(CC(=O)Nc1c(F)cccc1F)C(=O)c1cccn1C	5.0	nt	-11.0	3.8	0.4	0.0	-1.2	-1.2
C/C=C/c1ccc([C@H]2[C@@H](CO)N3CCCCN(C(=O)C4CCCC4)C[C@@H]23)cc1	-0.1	1.8	8.9	-7.2	-2.4	0.1	13.7	0.0
Cn1c(NC(=O)c2ccc(Cl)cc2)cc(=O)n(C)c1=O	nt	-14.5	nt	1.8	-1.5	3.5	-37.0	nt
Cc1ccc(S(=O)(=O)N(C)C[C@@H]2Oc3c(NC(=O)NC(C)C)cccc3C(=O)N([C@H](C)CO)C[C@H]2C)cc1	-1.1	-5.6	-10.5	-1.3	0.4	0.2	0.3	7.1
CCc1ccc(-n2nnnc2SCC(=O)NNC(=O)c2ccco2)cc1	3.7	-0.1	-0.6	nt	nt	nt	nt	5.0
COc1ccccc1N(CC(=O)Nc1ccc2c(c1)OCO2)S(=O)(=O)c1ccccc1	-4.2	4.6	0.9	nt	nt	nt	nt	-2.7
CCOc1ccc(N2C(=O)CSC2=S)cc1	-5.6	-4.8	8.3	3.5	-1.2	nt	-18.6	11.9
CC[C@H]1C(=O)[C@@H](Cc2ccccc2)[C@@H]2CCN3C(=O)CCC[C@H]1[C@H]23	2.0	-14.8	-0.6	-4.2	-1.5	0.3	-11.5	5.8
CC(C)c1ccc(NC(=O)C2C3C=CC4(O3)C2C(=O)N(CCCN2CCOCC2)C4C(=O)NC2CCCCC2)cc1 (centres undefined)	-11.0	-3.2	-0.2	-0.2	-5.5	nt	-6.4	-1.9
COCCNC(=O)C[C@H]1CC[C@@H](NC(=O)NC2CCCCC2)[C@H](CO)O1	-3.1	-3.9	-3.0	3.1	12.9	0.5	-6.4	0.7
CCCN(c1nc(C)cc(OC)n1)S(=O)(=O)c1ccccc1	-0.9	6.2	-3.4	-3.7	0.9	nt	-11.4	-2.9
CC(C)NC(=O)Cn1nc(C(F)(F)F)c2c1CCC2	-4.5	-18.9	-2.8	nt	nt	nt	nt	-4.4
NNc1nc(Nc2ccc([N+](=O)[O-])cc2)nc(N2CCCCCC2)n1	-4.3	-4.4	-22.1	-1.3	-2.1	nt	-17.2	5.3
CCN1CCN(c2ncc3c(n2)CC(c2ccc(OC)c(OC)c2)CC3=O)CC1 (centres undefined)	-1.0	-4.7	1.3	nt	nt	nt	nt	6.0
Cc1ccc(NC(=O)C(C)Sc2nc(-c3ccccc3)cc(=O)[nH]2)cc1 (centres undefined)	-1.9	-4.0	-1.8	0.8	-0.8	0.6	-7.7	-0.6
Cc1ccccc1NC(=O)Cc1nc(COC(=O)c2cccnc2Cl)cs1	-2.4	-5.5	0.2	-8.1	1.4	nt	-10.6	-1.0
C#Cc1cccc(Nc2nc(NC(C)C)nc3ccsc23)c1	5.3	nt	-19.1	4.2	4.9	0.4	-6.7	-6.3
O=C(COc1ccc(Cl)cc1Cl)N1CCNC1=O	0.8	1.0	-4.3	3.3	-2.5	0.2	-6.2	15.6
O=C(COc1ccc(S(=O)(=O)NC2CCCCC2)cc1)NC1CCCCC1	2.2	-11.6	3.2	nt	nt	nt	nt	-1.1
N/C(=N\OC(=O)c1ccccc1Cl)c1cccc([N+](=O)[O-])c1	-6.6	1.0	0.2	1.8	-1.5	nt	-17.4	10.5
CC(Nc1ccc(Br)cn1)c1cc(Cl)ccc1O (centres undefined)	-1.5	0.0	1.4	nt	nt	nt	nt	7.3
Cc1ccc2c(c1)N(CC(=O)Nc1ccccc1F)C(=O)CO2	-7.5	-6.7	0.7	-3.1	-0.3	0.1	-17.6	2.5
CCOC(=O)c1cnc2ccc(OCC)cc2c1NCc1ccccc1	-6.1	-3.8	8.0	2.7	-2.0	-0.2	-11.6	nt
Cc1ccc(C)c(NC(=O)COC(=O)c2c(C)nn(-c3ccccc3)c2C)c1	-1.5	-5.7	-4.3	2.8	-3.8	nt	-16.1	8.9
O=C(CNC(=O)c1cccc(F)c1)NC1CC1	-4.0	-0.6	-1.4	12.4	2.5	-0.3	-8.0	-6.4
OCc1cccc[n+]1Cc1ccccc1	5.4	-2.5	-7.2	nt	-4.3	nt	-10.7	nt
Oc1ccc(N=Nc2ccc3c(c2)OCCO3)c(O)c1	5.8	-3.1	-10.0	-0.1	-1.9	nt	-23.6	nt
CC(C)CC#Cc1ccc2c(c1)O[C@@H](CN(C)Cc1ccncc1)[C@H](C)CN([C@@H](C)CO)S2(=O)=O	-1.4	3.2	0.7	-9.4	0.8	13.3	3.4	-3.4
Cc1ccc(S(=O)(=O)N/N=C(\c2ccccc2)C2CC2)cc1	-0.6	-4.6	4.9	1.6	8.0	-0.6	-9.0	-9.2
O=C(O)C[C@H]1c2cc(F)ccc2S(=O)(=O)N1C1CCN(Cc2ccccc2)CC1	0.6	-0.2	-3.4	7.1	-3.0	0.2	-13.9	-6.7
Nc1ccc2c(c1)C(=NO)c1ccccc1-2	-0.4	5.9	3.0	2.6	-0.3	nt	-2.0	?
CC(C)(C)c1ccc(S(=O)(=O)NCC(=O)Nc2ccc(-c3nc4ccccc4s3)cc2)cc1	-5.1	-3.4	11.0	nt	nt	nt	nt	52.9*
C[C@H](CO)N1C[C@H](C)[C@H](CN(C)Cc2ccccc2)Oc2ncc(-c3cccc(C#N)c3)cc2C1=O	0.2	-10.4	-0.7	-9.3	3.7	-0.1	6.9	-3.9
O=C(NC1CCCCC1)C(c1ccnc2ccccc12)n1c(=O)c(-c2cc3ccccc3[nH]2)nc2ccccc21 (centres undefined)	nt	nt	nt	1.8	-1.8	0.7	-41.7	nt
COc1ccc(-c2nn(-c3ccccc3)cc2C(=O)Nc2nccs2)cc1	3.5	-0.3	-4.8	nt	nt	nt	nt	-6.7
CC(C)NC(=O)N(C)C[C@@H]1Oc2c(NC(=O)Nc3ccc(F)cc3)cccc2C(=O)N([C@H](C)CO)C[C@@H]1C	0.8	-4.7	1.0	-6.2	-1.1	0.2	10.2	3.4
CCn1cc(C(=O)Nc2ccc(OC)c(S(=O)(=O)N3CCCCC3)c2)c(=O)c2ccc(C)nc21	nt	-3.4	nt	1.2	0.7	nt	-13.7	nt
COc1ccc2c3c(n(C)c2c1)[C@H](CO)N(S(C)(=O)=O)CC31CN(C(=O)C2CCCC2)C1	nt	nt	nt	-4.6	-3.0	0.2	-5.7	nt
O=C(Cn1cnc([N+](=O)[O-])c1)Nc1ccccc1C(F)(F)F	8.0	-15.2	-1.5	2.6	2.5	1.3	-7.4	-3.6
C[C@@H]1CN([C@@H](C)CO)C(=O)c2cc(-c3ccccc3F)cnc2O[C@H]1CN(C)C(=O)CN(C)C	0.8	-6.3	0.3	1.7	1.2	-0.3	13.2	-0.8
Cc1ccc(S(=O)(=O)Nc2ccc3c(c2)C(=O)N([C@H](C)CO)C[C@@H](C)[C@@H](CN(C)C(=O)NC(C)C)O3)cc1	3.2	2.7	16.2	8.3	-1.2	0.3	0.4	-2.1
CCOc1ccc(N(CC)C(=O)COc2cc(=O)n(C)c3ccccc23)cc1	1.5	nt	0.1	4.4	1.7	0.3	3.6	4.8
O=S(=O)(c1ccccc1)N1CCN(Cc2ccc(Cl)cc2)CC1	0.1	-12.4	4.4	3.7	-1.0	-0.2	-10.6	-3.9
CCOC(=O)C/C(N)=N/N(C)c1ncc(C(F)(F)F)cc1Cl	nt	5.0	nt	1.0	0.9	1.0	-14.0	-4.3
Cc1ccc(NC(=O)CSc2nc3c(c(=O)[nH]2)CN(Cc2ccc(F)cc2)CC3)cc1C	nt	-5.9	nt	0.6	-2.1	2.1	-48.5	nt
CC(=O)Nc1ccc(OC(=O)Oc2ccc(NC(C)=O)cc2)cc1	2.2	-5.2	-4.5	2.5	-3.4	-0.2	-4.4	-3.4
CC(Oc1ccccc1)c1nnc(SCC(=O)NC2CC2)n1C (centres undefined)	-0.4	23.1	-4.4	5.9	-0.9	1.3	-8.7	1.3
Nc1c(Br)cc2c([nH]c(=O)c3ccccc32)c1Br	nt	-8.3	nt	6.0	1.0	0.1	-58.3	nt
CC(=O)N(C)C[C@H]1Oc2cc(-c3ccncc3)ccc2S(=O)(=O)N([C@@H](C)CO)C[C@H]1C	1.1	-3.7	2.0	-3.9	-0.3	0.4	-6.0	-0.8
C[C@@H]1CN([C@H](C)CO)C(=O)Cc2cc(NC(=O)CCN3CCOCC3)ccc2O[C@H]1CN(C)Cc1ccc(-c2ccccc2)cc1	nt	nt	nt	7.0	1.8	0.3	12.0	8.5
COc1ccc(C(=O)C(C)OC(=O)COc2ccccc2)cc1 (centres undefined)	-2.3	-2.4	-7.1	2.8	2.1	nt	8.0	-10.2
CNc1cnn(-c2ccccc2)c(=O)c1Cl	-1.8	-5.8	15.8	nt	nt	nt	nt	7.0
Cc1cccc(C(=O)OC(C)CN2CCCC2)c1 (centres undefined)	-1.3	-7.9	-14.3	-2.6	0.2	0.0	-7.5	3.7
N#Cc1ccc(-c2ccc3c(c2)[C@@H]2[C@@H](CCN2C(=O)c2ccc4c(c2)OCO4)[C@@H](CO)N3)cc1	-3.3	0.3	12.0	0.7	-2.5	0.3	-93.5	0.1
N#Cc1ccccc1CCN1C(=O)c2ccccc2C1=O	1.2	-6.8	-3.2	1.8	1.2	nt	-8.6	17.0
Cc1nc(Nc2ccccc2)[nH]c(=O)c1CCC(C)C	-0.1	-5.0	-5.1	nt	nt	nt	nt	1.3
CC=Cc1ccc2n(c1=O)C[C@H]1[C@H](CO)[C@@H](C(=O)N3CCc4ccccc4C3)[C@@H]2N1CC (mixture of isomers)	-0.3	3.0	-5.3	nt	nt	-0.2	nt	-0.4
COc1ccc(S(=O)(=O)N(C)C[C@H]2Oc3c(NC(=O)c4cc(C)nn4C)cccc3C(=O)N([C@H](C)CO)C[C@H]2C)cc1	-0.1	nt	-17.4	3.7	0.6	0.0	-1.5	2.0
